ANO1 activ: TMEM16A chloride channel activators or potentiators, primary screen, cell-based, HTS; B-score at 10 µM; HEK293 TMEM16A/YFP-H148Q/I152L, iodide quench fluorescence; active compounds read low; Anoctamin-1 (Mus musculus), Q8BHY3; 340,000 tested, 0.3% active;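 active = fluorescence-ratio B-score plate-corrected deviation score at least 3 library SD below zero, with starting fluorescence score within 5 deviations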;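 also: channel opened by trigger with iodide after compound preincubation; score built on the fluorescence ratio of max minus min over baseline; more negative score means more quench and so TMEM16A activation or potentiation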
Target sequence (Q8BHY3 whole entry, looked up): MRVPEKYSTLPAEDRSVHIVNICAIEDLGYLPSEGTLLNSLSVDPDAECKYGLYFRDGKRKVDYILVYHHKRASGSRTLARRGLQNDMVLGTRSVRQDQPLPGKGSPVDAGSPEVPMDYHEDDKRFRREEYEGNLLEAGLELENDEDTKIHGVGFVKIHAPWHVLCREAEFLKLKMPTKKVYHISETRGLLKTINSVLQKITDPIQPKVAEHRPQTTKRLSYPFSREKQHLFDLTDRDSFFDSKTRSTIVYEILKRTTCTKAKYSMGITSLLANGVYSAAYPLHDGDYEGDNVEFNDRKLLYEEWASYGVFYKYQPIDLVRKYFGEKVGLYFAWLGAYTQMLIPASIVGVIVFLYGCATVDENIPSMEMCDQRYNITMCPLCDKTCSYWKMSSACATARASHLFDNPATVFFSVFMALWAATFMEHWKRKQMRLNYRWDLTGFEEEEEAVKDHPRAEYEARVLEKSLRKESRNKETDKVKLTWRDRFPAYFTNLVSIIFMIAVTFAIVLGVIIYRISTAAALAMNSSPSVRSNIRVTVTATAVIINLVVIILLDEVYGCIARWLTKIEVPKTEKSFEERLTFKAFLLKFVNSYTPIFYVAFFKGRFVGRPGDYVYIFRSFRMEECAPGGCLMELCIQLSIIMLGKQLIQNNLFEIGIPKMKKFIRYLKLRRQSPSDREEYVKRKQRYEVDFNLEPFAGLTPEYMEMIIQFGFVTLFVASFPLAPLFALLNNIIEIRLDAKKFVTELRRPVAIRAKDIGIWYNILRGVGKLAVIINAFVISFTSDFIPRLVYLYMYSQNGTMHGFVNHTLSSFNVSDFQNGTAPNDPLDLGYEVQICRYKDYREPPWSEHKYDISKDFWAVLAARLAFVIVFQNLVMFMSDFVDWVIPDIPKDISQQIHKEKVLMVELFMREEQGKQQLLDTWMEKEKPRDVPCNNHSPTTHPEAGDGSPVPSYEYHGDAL
Calls only; i = inactive. Not all compounds are listed, so the mix of outcomes need not match the whole.

smiles | ANO1 activ
COc1ccc(S(=O)(=O)N2CCCCCC2)cc1C(=O)N1CCN(c2ccc(F)cc2)CC1 | i
CC1(CCC(=O)O)C(=O)CCC2C1CCC1(C)C2CCC1(C)O (stereo unspecified) | i
CN(C)c1ccc(C=c2c3cc([N+](=O)[O-])ccc3n3c2cc(-c2ccccc2)[n+]3C)cc1 | i
Cc1c2c(=O)n(-c3nc4ccccc4s3)nc-2cc(O)n1Cc1ccccc1 | i
CC(C)OCCCNc1nc(Cl)nc2c1cnn2C | i
COC(=O)c1nc(NC(=O)c2ccccc2Br)n[nH]1 | i
Cc1ccc(NC(=O)CSCC(=O)OC(C)C(=O)Nc2ccccc2C)cc1 (stereo unspecified) | i
CCn1c(SCC(=O)N2CCC(C(N)=O)(N3CCCCC3)CC2)nc2ccccc2c1=O | i
CCCCn1c(-c2nonc2NC(=O)c2ccccc2Cl)nc2ccccc21 | i
Cn1c(CCCNC(=O)c2ccco2)nc2ccccc21 | i
c1ccc(CNn2c(N3CCOCC3)nc3ccccc32)cc1 | i
O=C1OCC2=C1C(c1ccc3c(c1)OCO3)c1cc3c(cc1O2)OCO3 (stereo unspecified) | i
O=C(COc1ccc(Cl)cc1Br)NC(=O)NC1CCCC1 | i
C[C@@H](C(=O)N=c1sc2ccccc2n1C)N1C(=O)C2CC=CCC2C1=O (stereo partly specified) | i
O=C(CSc1nnc(Nc2ccccc2F)s1)NCc1ccco1 | i
CC/C(C)=C1/NC(=O)NC1=O | i
O=C(Nc1cc(Cl)ccc1-n1cncn1)c1ccccc1OC(F)F | i
COc1cc(CC(=O)Nc2cc(S(=O)(=O)N3CCOCC3)ccc2N2CCCC2)cc(OC)c1OC | i
NC(=O)c1ccsc1NC(=O)COC(=O)c1ccncc1 | i
CC(C)C(NC(=O)c1cccc(S(=O)(=O)N2CCOCC2)c1)C(=O)NCc1ccc(Cl)cc1 (stereo unspecified) | i

Random excerpt: 2 compounds from above, in no set order.
smiles | ANO1 activ
O=C(COc1ccc(Cl)cc1Br)NC(=O)NC1CCCC1 | i
CN(C)c1ccc(C=c2c3cc([N+](=O)[O-])ccc3n3c2cc(-c2ccccc2)[n+]3C)cc1 | i

New compounds follow
smiles | ANO1 activ
Cc1ccc(S(=O)(=O)N2CCN(C(=O)c3cc(S(=O)(=O)N(C)C)ccc3N3CCCC3)CC2)c(C)c1 | i
COC1OC(COCc2ccccc2)C(N)C(OCc2ccccc2)C1OCc1ccccc1 (stereo unspecified) | i
Cc1ccc(S(=O)(=O)N2C[C@@H]3CCCC[C@@H]3[C@@H](C)[C@H]2c2cn(Cc3ccccc3)c3ncccc23)cc1 | i
COc1cc(C2c3cc4c(cc3C(O)C3COCC23)OCO4)cc(OC)c1OC (stereo unspecified) | i
COCCN(CC(=O)Nc1cccc(C)c1C)C(=O)Cc1sc(C)nc1-c1ccc(F)cc1 | i
CC(C)[C@H](NC(=O)OCc1ccccc1)C(=O)OCC(=O)N1CCCCC1 | i
Oc1ccccc1C=NN=C1c2ccccc2-c2ccccc21 | i
CC(=O)c1ccc(S(=O)(=O)N2CCN(C(=O)c3cccc(S(=O)(=O)N4CC(C)OC(C)C4)c3)CC2)cc1 (stereo unspecified) | i
Cc1ccc2nc(Cl)cc(=O)n2c1 | i
O=C1OCCN1C(=O)[C@H]1[C@H](c2ccccc2)C(c2cccc(Cl)c2)=NN1c1ccc(Br)cc1 | i
Nc1c(N(Cc2ccco2)C(=O)c2cccc(F)c2)c(=O)[nH]c(=O)n1Cc1ccccc1 | i
CCOC(=O)Sc1nc2ncncc2[nH]1 | i
COc1ccc(Cl)cc1NC(=O)COC(=O)CCNS(=O)(=O)c1cccs1 | i
Oc1ccc(C=NNc2ccccn2)c(O)c1 | i
O=C(CNC(=O)c1ccccc1Br)NCC(c1ccco1)N1CCCCC1 (stereo unspecified) | i
COc1nc(N)nc2c1ncn2C1OC(CO)CC1O (stereo unspecified) | i
O=C(COC(=O)Cn1cc(C(F)(F)F)ccc1=O)NCc1ccccc1 | i
COc1ccc(-c2c(C)cc3oc(=O)cc(-c4ccccc4)c3c2C)cc1F | i
Nc1cccc(-c2c[nH]c3ncc(-c4cccnc4)cc23)c1 | i
C#CCOCCOCCOCCNc1nc(N2CCOCC2)nc(N2CCN(C(=O)[C@H](Cc3ccc(O)cc3)n3cc(CCO)nn3)CC2)n1 | i
CC(=O)N(C)c1ccc(C=C2C=Cc3ccccc32)cc1 | i
O=C(COC(=O)c1cc(S(=O)(=O)N2CCOCC2)ccc1O)NCc1ccc2c(c1)OCO2 | i
CC(=NNc1ccccc1)C(C)=NNc1ccccc1 | i
Nc1nc(SCc2cccnc2)c2ncn(C3OC(CO)C(O)C3O)c2n1 (stereo unspecified) | i
O=S(=O)(N/N=C1/CC(c2ccccc2)Oc2ccccc21)c1ccccc1 (stereo unspecified) | i
Cc1cc(C)cc(NC(=O)COC(=O)Cc2ccccc2F)c1 | i
COc1ccc(/C(N)=N/OC(=O)CN(C)S(=O)(=O)c2ccccc2)cc1 | i
CCOc1ccc(C(C)=O)cc1COC(=O)c1ccc2c(c1)NC(=O)CS2 | i
COCCN(C(=O)c1ccc(-c2ccc([N+](=O)[O-])cc2)o1)c1c(N)n(CC(C)C)c(=O)[nH]c1=O | i
CCOC(=O)C1=C(COC(=O)/C=C/c2ccc(OC)cc2)NC(=O)NC1C (stereo unspecified) | i
Cc1sc2c(c1C)c(=O)n(-c1ccc(F)cc1)c(=O)n2CC(=O)NCc1ccco1 | i
c1ccc(CNCCCNCCCCNCCCNCc2ccccc2)cc1 | i
O=C(O)c1cccc2c1Cc1cc([N+](=O)[O-])ccc1-2 | i
CN(C)CCCN1C(=O)C(O)=C(C(=O)c2cc3ccccc3o2)C1c1ccccn1 (stereo unspecified) | i
Cc1c2c(nc3ccccc13)OCC2 | i
c1ccc(CCc2ccccn2)cc1 | i
CN(C)CCNc1ccc2nnn3c4ccc(O)cc4c(=O)c1c23 | i
O=C(Cn1cc([N+](=O)[O-])ccc1=O)NCC1COc2ccccc2O1 (stereo unspecified) | i
CC(=O)C1CCC2C3CC=C4CC(SC(=N)N)CCC4(C)C3CCC12C (stereo unspecified) | i
COc1ccc(NC(=O)COc2cccc3c2OC(C)(C)C3)c(OC)c1 | i
CC(=O)NC1CCCC(NC(C)=O)C1 (stereo unspecified) | i
O=C1NC(=S)NC1=Cc1ccccc1O | i
CNc1snc(C)c1C(=O)OC(C)C(=O)NCc1ccccc1 (stereo unspecified) | i
Nc1ccccc1-c1n[nH]c(=S)s1 | i
O=C(CSc1nnc(-c2ccccc2)c2ccccc12)NCCN1C(=O)CSC1=O | i
CC(=O)N(C)c1ccc(N=Nc2ccc3ncccc3c2)cc1 | i
Cc1nnc(SCC(=O)Nc2cc(S(=O)(=O)N3CCOCC3)ccc2N2CCCC2)s1 | i
CC1CCCC(NC(=O)CN2CCN(S(=O)(=O)c3ccc(Br)s3)CC2)C1C (stereo unspecified) | i
CCN(CC)S(=O)(=O)c1cccc(NC(=O)CN2C(=O)NC3(CCC(C)CC3)C2=O)c1 (stereo unspecified) | i
COc1ccc(S(=O)(=O)N2CCN(C(=O)[C@@H]3CCCN3C(=O)c3cccs3)CC2)cc1 | i
C=CCN(C(C(=O)OC)C(C)C)S(=O)(=O)CCNCc1ccccc1 (stereo unspecified) | i
CC(CCc1ccccn1)C(=O)c1ccccc1 (stereo unspecified) | i
c1ccc(CCCCc2ccncc2)cc1 | i
CC(C)CCOc1cccc(C2c3c(oc4ccccc4c3=O)C(=O)N2CCCN2CCOCC2)c1 (stereo unspecified) | i
Cc1ccc(S(=O)(=O)Nc2ccccc2)cc1[N+](=O)[O-] | i
CSCCC(NC(=O)c1ccccc1Br)C(=O)NNC(=O)C1COc2ccccc2O1 (stereo unspecified) | i
O=S(=O)(c1cccc(Br)c1)N1CCN(c2ncnc3scc(-c4ccccc4)c23)CC1 | i
CCOc1ccc(CN(C)C(=O)CCc2ccc(S(=O)(=O)N3CCCCCC3)cc2)cc1 | i
COC(=O)c1ccc(COC(=O)C(NC(=O)Cc2ccccc2)C(C)C)cc1 (stereo unspecified) | i
O=[N+]([O-])c1csc2ccccc12 | i

Four of these compounds in a different format.
O=C(CSc1nnc(-c2ccccc2)c2ccccc12)NCCN1C(=O)CSC1=O
  ANO1 activ = i

CC(=O)N(C)c1ccc(N=Nc2ccc3ncccc3c2)cc1
  ANO1 activ = i

Cc1nnc(SCC(=O)Nc2cc(S(=O)(=O)N3CCOCC3)ccc2N2CCCC2)s1
  ANO1 activ = i

CC1CCCC(NC(=O)CN2CCN(S(=O)(=O)c3ccc(Br)s3)CC2)C1C (stereo unspecified)
  ANO1 activ = i

(next part)
mol | ANO1 activ
Cc1nc2ccc(C(=O)OCC(=O)N(C)c3ccccc3)cc2nc1C | i
CCC(C)c1ccccc1NC(=O)COc1ccc(-c2nnco2)cc1 (stereo unspecified) | i
CCCc1nc2sc3ccccc3c(=O)c2c(=O)n1Cc1ccccc1 | i
CCNc1nc2c(cnn2C)c(=O)[nH]1 | i
COc1ccc(CCc2ccc3ccccc3n2)cc1 | i
CCCCCn1c(SCC(=O)c2ccccc2)nc2cc(C(=O)NCc3ccco3)ccc2c1=O | i
CCOc1ccc(NC(=O)OCCN2CCN(CCc3ccccc3)C(C)C2)cc1 (stereo unspecified) | i
COc1ccc(N2CCN(CC(=O)Nc3ccccc3C(=O)NCc3ccccc3)CC2)cc1 | i
CN(C)c1ccc(N=Nc2ccc3ncccc3c2)cc1 | i
Cc1cc(C)c(S(=O)(=O)N2CCN(C(=O)c3ccc(-n4nc(C)c(Cl)c4C)cc3)CC2)c(C)c1 | i
C#CCOCCOCCOCCNc1nc(N2CCN(C(=O)[C@H](CCCCN)n3cc(CN)nn3)CC2)nc(N2CCN(C(=O)[C@H](CCCCN)n3cc([C@@H](N)CC(N)=O)nn3)CC2)n1 | i
O=C(CN1CCN(c2ccccc2O)CC1)Nc1ccc(S(=O)(=O)N2CCCCCC2)cc1 | i
COC(=O)[C@@]12CCCCN1[C@H](c1ccc(-c3ccc(Cl)c(Cl)c3)c(OC)c1)[C@@H]1C(=O)N(C)C(=O)[C@@H]12 | i
Nc1cc2c(cc1Cl)-c1ccccc1C2 | i
O=C(NCCSSCCNC(=O)c1ccccc1)c1ccccc1 | i
O=c1ccc(S(=O)(=O)N2CCCC2)cn1Cc1nc(-c2ccc(F)cc2)no1 | i
COC(=O)CCC(=O)N1CCc2cc(S(=O)(=O)N3CCN(c4ccccc4Cl)CC3)ccc21 | i
COc1ccc(C(CNC(=O)C(C)(C)Oc2ccc(Cl)cc2)N2CCOCC2)cc1 (stereo unspecified) | i
CN(CC(=O)Nc1ccc(F)cc1)C(=O)c1ccccc1Sc1ccccc1C#N | i
Clc1ccc(CNc2ncnc3[nH]ncc23)cc1Cl | i
COc1ccc(C(CNC(=O)c2ccc(NS(=O)(=O)c3ccccc3)cc2)N2CCOCC2)cc1 (stereo unspecified) | i
Cc1ccc(C)c(S(=O)(=O)N2CCN(C(=O)c3ccccn3)CC2)c1 | i
N#CC1(Nc2ccc(-c3ccc(Cl)cc3)cc2)CCCC1 | i
Cc1ccc(C)c(SCC(=O)Nc2cc(S(=O)(=O)N3CCOCC3)ccc2C)c1 | i
CN1C[C@H]2CON(C)[C@H]2C[C@H]1c1cccc(N2CCOCC2)c1 | i

Five compounds out of the list, arranged by molecular weight, rising:
mol | ANO1 activ
Cc1nc2ccc(C(=O)OCC(=O)N(C)c3ccccc3)cc2nc1C | i
CCCc1nc2sc3ccccc3c(=O)c2c(=O)n1Cc1ccccc1 | i
CN(CC(=O)Nc1ccc(F)cc1)C(=O)c1ccccc1Sc1ccccc1C#N | i
COc1ccc(N2CCN(CC(=O)Nc3ccccc3C(=O)NCc3ccccc3)CC2)cc1 | i
CCCCCn1c(SCC(=O)c2ccccc2)nc2cc(C(=O)NCc3ccco3)ccc2c1=O | i

The results go on.
mol | ANO1 activ
CC(=O)c1c(C)[nH]c(C(=O)OCC(=O)Nc2c(C)n(C)n(-c3ccccc3)c2=O)c1C | i
C#CCOCCOCCOCCNc1nc(N2CCN(C(=O)Cn3cc(CCO)nn3)CC2)nc(N2CCN(C(=O)Cn3cc(CCO)nn3)CC2)n1 | i
Cc1nc2c(C)cccn2c1/C(O)=C1\C(=O)C(=O)N(CCN(C)C)C1c1cccs1 (stereo unspecified) | i
O=C(c1ccccc1)C1N=NCC1c1ccc(Cl)cc1 (stereo unspecified) | i
Cc1ccc(S(=O)(=O)N(C)C[C@@H]2Oc3ccc(NS(=O)(=O)c4ccccc4)cc3CC(=O)N([C@@H](C)CO)C[C@H]2C)cc1 | i
Cc1noc(C)c1COc1ccc(C(=O)N2CCN(S(=O)(=O)c3ccc(F)cc3)CC2)cc1 | i
CCOc1ccc(OCCC(=O)OC(C)C(=O)Nc2ccc(Cl)cn2)cc1 (stereo unspecified) | i
CCCCNc1ccc2c(c1)C1CC2CCN1C(=O)OCc1ccccc1 (stereo unspecified) | i
CC(=O)N1C2=CCCC3CCCCC23c2ccccc21 (stereo unspecified) | i
CCc1nnc(NC(=O)CSc2nc(-c3ccc(F)cc3)cc(-c3ccccc3)c2C#N)s1 | i
O=C(CN1C(=O)NC2(CCCCC2)C1=O)Nc1cc(C(F)(F)F)ccc1N1CCOCC1 | i
C=CCn1c(COc2cccc(C)c2)nnc1SCC(=O)c1c(N)n(C)c(=O)n(C)c1=O | i
COc1ccc(-c2nc(CN3CCC(C(=O)NC4CCCc5ccccc54)CC3)c(C)o2)cc1OC (stereo unspecified) | i
O=C(c1cc(=O)[nH]c2ccccc12)N1CCN(Cc2ccc3c(c2)OCO3)CC1 | i
CC(NC(=O)CSc1ccc(S(=O)(=O)N2CCOCC2)cn1)c1ccc(Cl)cc1Cl (stereo unspecified) | i
COCCCN(C(=O)c1cc(Cl)nc2ccccc12)c1c(N)n(Cc2ccccc2)c(=O)[nH]c1=O | i
CCCc1ccc(NC(C)C(=O)Nc2ccc(S(=O)(=O)N3CCOCC3)cc2)cc1 (stereo unspecified) | i
Cc1cccc(C=CC(=O)c2ccc(Cl)cc2)c1 | i

Assay outcomes as filed in PubChem BioAssay.
